High-throughput results (PubChem)
VCAM1 TNFa inh = reduces TNF alpha induced VCAM1 expression in HUVEC; HUVEC TNFa-induced VCAM-1 immunofluorescence, high-content imaging; inhibition, % at 2 µM; 95,000 compounds, 0.48% hits;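 active means inhibition above the batch mean plus 3 SD, with images confirmed as a hit by eye, cut at about 37% in these data; inconclusive means inhibition above that limit but hit not confirmed in images; inactive means inhibition not above that limit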;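 further: 0% = TNF-stimulated DMSO wells and 100% = unstimulated control wells; not every result past the cut was called active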
F-actin modifier = cytoskeleton assembly modification | inhibition, % at 2 µM | 91,000 compounds, 0.18% hits | HUVEC TNFa F-actin phalloidin imaging, high content | AID 836;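 active means inhibition above the batch mean plus 3 SD and confirmed as a hit by visual image inspection, cut at about 30% in these data, passing the limit was not always enough; inconclusive means above the inhibition threshold but rejected on visual inspection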; further: strong numbers were not always called active
hDAT+cocaine = changed human dopamine transporter uptake under cocaine IC80. Q01959. LLC-PK1 hDAT cells, [14C]-dopamine uptake with cocaine IC80; actives deviate in either direction. B-score at 10 µM. 110,000 compounds, 1.3% hits;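 active means Z score or B-score, a plate-position-corrected score, falls beyond the plate's 99.7% confidence bounds, in either direction; inactive means both scores lie inside the 99.7% bounds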;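 further: scored against the spread of the other compound wells on the same plate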
Target sequence (Q01959 whole entry, looked up): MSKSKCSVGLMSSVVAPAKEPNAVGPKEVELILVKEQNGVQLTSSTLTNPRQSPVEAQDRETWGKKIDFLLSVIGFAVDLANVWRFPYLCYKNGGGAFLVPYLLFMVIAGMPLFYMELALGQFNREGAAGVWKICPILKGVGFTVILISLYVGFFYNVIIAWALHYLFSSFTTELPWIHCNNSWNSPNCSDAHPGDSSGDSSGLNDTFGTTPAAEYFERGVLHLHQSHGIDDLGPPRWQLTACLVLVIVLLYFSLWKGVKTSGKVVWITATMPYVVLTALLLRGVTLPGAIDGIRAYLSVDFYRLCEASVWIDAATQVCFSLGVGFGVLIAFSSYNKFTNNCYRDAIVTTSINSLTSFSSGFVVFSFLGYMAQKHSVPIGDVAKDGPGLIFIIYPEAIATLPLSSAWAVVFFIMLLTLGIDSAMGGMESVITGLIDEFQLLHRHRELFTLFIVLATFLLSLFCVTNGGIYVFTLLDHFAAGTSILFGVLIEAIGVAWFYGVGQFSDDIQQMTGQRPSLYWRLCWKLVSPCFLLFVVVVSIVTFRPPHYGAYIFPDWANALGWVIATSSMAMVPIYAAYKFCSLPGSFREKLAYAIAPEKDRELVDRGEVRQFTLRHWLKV
HUVEC tox TNFa = HUVEC cytotoxicity counter-screen, TNF alpha stimulated | HUVEC TNFalpha-stimulated, Hoechst cell count, imaging | cell count reduction, % at 2 µM | 93,000 compounds, 0.17% hits;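 active means cell count reduction exceeding the screen mean by over 5 SD, scaled to untreated wells per plate, cut at about 78% in these data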;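 further: cells counted after 24 h of TNF alpha exposure following the 1 h pretreatment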
Calb biofilm kill = kills Candida albicans biofilms. C. albicans biofilm + clotrimazole, Alamar Blue. inhibition, % at 6 µM. 85,000 compounds, 0.14% hits;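 active means inhibition above 20%; inactive means inhibition below 20%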;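 further: preformed 24 hr biofilms exposed to compound for 48 hr; 0% = biofilm without compound and 100% = blank killed by clotrimazole plus chlorhexidine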
LYP inh 2 = blocks human PTPN22 phosphatase activity | 96,000 compounds, 0.21% hits | inhibition, % at 2 µM | recombinant LYP catalytic domain, DiFMUP fluorescence | Q9Y2R2 | AID 640;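 active means inhibition at 2 µM at or above a set limit, the screen mean plus 3 SD, cut at about 24% in these data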;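 further: 0% = DMSO with enzyme and 100% = enzyme fully blocked by orthovanadate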
MT1-MMP txn act = activates MT1-MMP transcription | AID 750 | activation factor at 10 µM | HT1080 MT1-MMP promoter luciferase reporter, luminescence, overnight; hits give high values | 86,000 compounds, 0.16% hits;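 active means activation factor of at least 2 for MT1-MMP transcription at 10 µM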
Smad3 FoxH1 inh = inhibitors of human Smad3 transcription factor binding. 88,000 compounds, 0.29% hits. AID 630. inhibition, % at 25 µM. P84022. TR-FRET Smad3/Dy647-FoxH1 peptide binding, europium anti-His;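 active means compounds that reduce the energy-transfer binding signal between the protein and its labelled peptide by more than half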;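 further: 0% = Smad3 plus labelled peptide maximal FRET and 100% = peptide-only background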
Target sequence (P84022 whole entry, looked up): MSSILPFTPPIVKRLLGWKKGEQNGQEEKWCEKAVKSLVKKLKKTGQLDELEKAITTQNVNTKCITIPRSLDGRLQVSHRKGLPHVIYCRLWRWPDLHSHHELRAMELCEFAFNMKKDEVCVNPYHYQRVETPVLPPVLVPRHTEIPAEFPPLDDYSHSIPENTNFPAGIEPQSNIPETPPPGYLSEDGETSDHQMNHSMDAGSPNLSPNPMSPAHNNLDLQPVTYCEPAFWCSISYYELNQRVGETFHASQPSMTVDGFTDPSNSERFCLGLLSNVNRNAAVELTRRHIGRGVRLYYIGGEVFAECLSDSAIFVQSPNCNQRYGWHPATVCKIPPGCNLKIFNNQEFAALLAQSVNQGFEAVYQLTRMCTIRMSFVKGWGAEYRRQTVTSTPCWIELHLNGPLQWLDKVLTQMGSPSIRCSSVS
HUVEC tox IL1B = toxic to HUVEC cells under IL-1B stimulation. HUVEC cell count loss, Hoechst imaging, IL-1B stimulated. cell count reduction, % at 2 µM. 94,000 compounds, 0.41% hits. AID 845;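 active means cell count reduction more than 3 SD above the screen-wide mean, cut at about 70% in these data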;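 further: normalized per plate to untreated control cells as the no-loss baseline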
Active calls of the source: *; ? = inconclusive; . = no result given; [ ] = another dose, or the depositor's remark. Not all compounds are listed. The share of hits here may be higher or lower than overall.

SMILES	VCAM1 TNFa inh	F-actin modifier	hDAT+cocaine	HUVEC tox TNFa	Calb biofilm kill	LYP inh 2	MT1-MMP txn act	Smad3 FoxH1 inh	HUVEC tox IL1B
CCC(COC(=O)Nc1cccc(C)c1)NC(=O)OCC(C)C (stereo unspecified)	14	19	-0.25	-20	-3	2	1.7	0	-6
COc1ccccc1NC(=O)N(Cc1ccc2c(c1)OCO2)Cc1nc2ccccc2c(=O)[nH]1	5	-1	0.53	-37	-1	-8	1.1	-16	-36
CCCc1cc(=O)n2[nH]c(NCc3ccccc3F)nc2n1	10	23	-0.8	-34	3	1	1.1	-3	-5
Cc1ccc(-c2noc(CCC(=O)N3CCN(c4cccc(C(F)(F)F)c4)CC3)n2)cc1	.	.	0.35	.	8	.	1.1	-5	.
Cn1c(=O)c2c(nc(N3CCOCC3)n2Cc2c(F)cccc2Cl)n(C)c1=O	-10	-42	0.13	-26	-2	-2	1.1	-7[fluorescence artefact?]	5
Cn1cccc1C(=O)OCc1cc(Cl)cc2c1OCOC2	24	-5	-0.69	20	9	-3	1.5	-13	-33
O=C1c2ccccc2C(=O)N1CCn1c(=O)oc2ccccc21	-2	-8	-1.4	-24	6	-5	1.2	5	13
CCOC(=O)c1ccccc1NS(=O)(=O)c1ccccc1	0	-6	0.34	-19	2	-2	1.2	-9	-26
NC(=O)C1CC(=O)N(Cc2ccc3c(c2)OCO3)C(=Nc2ccccc2)S1 (stereo unspecified)	22	7	-1.2	6	2	-3	1.2	-8	16
O=[N+]([O-])c1ccc(/C=N/n2c(COc3ccccc3)n[nH]c2=S)cc1	43*	-3	0.86	53	.	21	.	.	4
Cc1nn(Cc2ccccc2Cl)c(Cl)c1/C=C/C(=O)OCC(=O)NC(N)=O	-2	-22	0.31	-2	7	3	.	4	25
COCCn1c(SCC(=O)Nc2ccc(S(=O)(=O)N3CCOCC3)cc2)nc2ccccc21	14	15	0.11	-47	9	2	1.1	15[fluorescence artefact?]	3
c1ccc(OCCOc2ccccc2-c2nnco2)cc1	-10	-18	0.49	5	7	9	1.2	0	14
CCOC(=O)c1cccc(NC(=O)CSc2nnc(-c3ccoc3C)n2CCOC)c1	50	-73	0.81	91*	.	6	1.1	.	17
CC(=O)Nc1ccc(NC(=O)CCCCCN2C(=O)c3ccccc3C2=O)cc1	-15	7	0.71	-4	1	-16	1.1	6	1
O=C(COC(=O)C1(c2ccc(F)cc2)CCCC1)NC1CC1	13	9	1.4	-23	.	-5	.	.	1
COc1ccccc1N1CCN(C(=O)c2c(-c3c(Cl)cccc3Cl)noc2C)CC1	20	7	-0.0072	-2	8	8	1.1	3	-15
COCC(C)n1c(SCc2ccc(C(=O)OC)o2)nc2ccccc2c1=O (stereo unspecified)	-26	4	0.42	-11	4	-11	1.1	-3	-17
CC1CCC(NC(=O)c2ccc(N3CCCC3=O)cc2)CC1 (stereo unspecified)	6	16	0.11	-12	3	5	1.6	4	-13
COc1ccc2c(c1OC)CN(C)CCc1cc3c(cc1C(O)C2)OCO3 (stereo unspecified)	-2	4	-0.52	-47	5	-3	1.2	3	-25
O=C(NC1CCCc2ccccc21)c1ccccc1Br (stereo unspecified)	3	4	-0.43	-2	.	10	.	.	-28
Cc1cccc(/C=N/n2c(C)cc(C)c(C#N)c2=O)c1	-6	-20	0.38	-4	-3	16	1	-8	20
CCOCC(=O)Nc1c(C(=O)Nc2ccc(OC)cc2OC)oc2ccccc12	0	1	-0.02	-12	-3	4	1	1[fluorescence artefact?]	0
COc1cccc(NC(=O)c2ncn[nH]2)c1	-8	13	0.91	-48	8	6	1.1	8	-2
COc1ccc(/C=N/NC(=O)CC(=O)NCc2cccnc2)cc1	10	7	0.036	5	.	-18	.	.	-44
O=C(Nc1ccccc1)c1ccc(Cn2cc(C(F)(F)F)ccc2=O)cc1	6	2	-0.012	10	.	-7	.	.	9
COc1ccc(C2c3c(ncn(CCN4CCOCC4)c3=N)Oc3ccc4ccccc4c32)cc1OC (stereo unspecified)	10	-13	0.47	18	4	-14	1.7	17[fluorescence artefact?]	-12
CCCn1c(N)[n+](CC(=O)c2ccco2)c2ccccc21	-2	22	-0.48	-27	5	3	1	-7	16
O=C(CSc1nc2ccccc2c(=O)[nH]1)NCc1ccc(Cl)cc1	-6	-3	.	-24	-1	10	1.2	-2	12
Cc1ccc(OCC(=O)O/N=C(\N)Cc2ccc(Cl)cc2)cc1	4	18	-0.12	-8	8	-4	1.3	-17	-28
COc1cc(OC)cc(C(=O)N(Cc2cc3cc(C)ccc3[nH]c2=O)C(C)C)c1	9	-28	0.67	-25	3	9	1.1	-2	-10
COc1cnc(-c2ccccc2)nc1Oc1ccccc1C	6	1	-1	8	.	8	.	.	45
CCOC(=O)CSc1nnc2c(n1)C1(C)CCC2C1(C)C (stereo unspecified)	-9	26	0.0077	-8	.	-3	1	.	11
CN(C)/C=C/C(=O)c1ccccc1F	-19	23	0.88	-9	.	7	.	.	-3
N#Cc1ccc(-c2ccco2)nc1SCc1ccccc1	-8	9	-0.62	-2	-1	-18	1	-5	-22
COc1ccc(CCNC(=O)c2c(-c3ccccc3)noc2C)cc1OC	.	.	-0.83	.	4	.	1.1	17	.
COc1ccccc1-c1nc(NC(C)=O)n[nH]1	2	-6	-1.4	-12	4	-10	1.3	3	4
COc1ccc(OCC(O)CN2CCCCCC2)cc1 (stereo unspecified)	7	1	-0.03	-13	2	-7	0.9	2	8
Clc1ccc(-c2nnc3ccccn23)cc1	14	-9	0.085	-12	6	-4	1	1	-15
CCOC(=O)N1CCN(CC(O)COC2CC(C)CCC2C(C)C)CC1 (stereo unspecified)	2	9	0.35	1	2	-4	1.1	7[fluorescence artefact?]	2
CC(=O)N1CCc2cc(S(=O)(=O)NCCC(=O)N3CCN(Cc4ccccc4)CC3)ccc21	-12	11	-0.093	-16	3	2	1.1	2	9
Clc1ccccc1CSc1nnc(-c2ccccn2)n1Cc1ccco1	-20	-14	0.54	-14	8	-3	1	6	13
Nc1c(C(=O)c2ccccc2)sc2snc(SCC(=O)c3ccccc3)c12	-9	-8	1.1	10	.	8	.	.	-6
CCOc1ccc(-n2c(COc3ccc(C)cc3)nnc2SCC(N)=O)cc1	13	3	1.7	-12	9	2	1.1	3	6
COc1ccc(-n2cc(C(=O)c3cc4ccccc4oc3=O)c(C(C)=O)n2)cc1	3	6	0.14	-19	.	-4	.	.	10
N#Cc1nc(-c2ccccc2F)oc1NCCc1ccccc1	-17	-14	-1	-2	-6	-1	1	-14	-2
CC(c1ccccc1)C1C(C#N)=C(N)OC2=C1C(=O)CC(C)(C)C2 (stereo unspecified)	-4	-18	2.8*	-32	-4	5	1	-3[fluorescence artefact?]	-23
O=C(Nc1ccccc1)N1CCC(c2nc(-c3ccc(S(=O)(=O)N4CCOCC4)cc3)no2)CC1	20	-3	-0.15	-9	6	-10	1.1	8	-2
COc1cc2c(cc1NS(=O)(=O)N1CCCC1)oc1ccccc12	28	?	1.5	-2	4	0	1.2	11	-10
O=C(O)c1ccc(COCC(F)(F)F)cc1	3	7	0.18	7	3	-2	0.9	2[fluorescence artefact?]	-34
COc1ccc(NC(=O)C2CC(=O)N(C)C(=Nc3ccc4c(c3)OCO4)S2)cc1 (stereo unspecified)	.	.	-0.99	.	-4	-13	1.1	9	-21
O=c1cc(-c2ccccc2)[nH]c2ccccc12	23	-12	-1.2	15	7	9	0.6	7	-2
CCCCCC(=O)NC(=S)Nc1ccccc1C(=O)OC	-5	-8	1.2	-2	.	9	.	.	6
CSCCC(NC(N)=O)C(=O)N(C)CC(=O)Nc1ccc(C)cc1 (stereo unspecified)	0	-13	-0.28	-3	6	9	1	3	4
CCOc1cc(C2CC(=O)NC3=C2C(=O)C(C(=O)OC)C(C)C3)cc(Br)c1O (stereo unspecified)	-15	0	0.011	7	-2	0	1.1	-4	-37
Cn1c(CNC(=O)c2ccc(Cl)c(Cl)c2)nnc1SCC(=O)Nc1sc2c(c1C#N)CCCC2	0	-12	0.039	11	2	20	.	-7	5
COC(=O)CSc1nc(-c2ccccc2)cc(-c2ccco2)c1C#N	20	-2	-0.88	22	6	-4	1.2	7	18
Cc1ccc(C2CC(C(F)F)n3ncc(C(=O)Nc4c(C)nn(Cc5c(F)cccc5Cl)c4C)c3N2)cc1 (stereo unspecified)	5	5	1.3	-8	5	6	1.3	14	16
Cc1ccccc1Cc1c(C)nc2ncnn2c1C	4	-12	-0.078	6	.	-7	1	.	-49
Cc1c(F)cccc1NC(=O)CCC(=O)O	22	-19	-0.17	.	2	-2	1.1	8	17

Entries of single compounds as entered above. Values in the order: VCAM1 TNFa inh	F-actin modifier	hDAT+cocaine	HUVEC tox TNFa	Calb biofilm kill	LYP inh 2	MT1-MMP txn act	Smad3 FoxH1 inh	HUVEC tox IL1B
`O=C(O)c1ccc(COCC(F)(F)F)cc1` is entered as 3	7	0.18	7	3	-2	0.9	2[fluorescence artefact?]	-34
`Cc1ccccc1Cc1c(C)nc2ncnn2c1C` is entered as 4	-12	-0.078	6	.	-7	1	.	-49
`O=C(Nc1ccccc1)N1CCC(c2nc(-c3ccc(S(=O)(=O)N4CCOCC4)cc3)no2)CC1` is entered as 20	-3	-0.15	-9	6	-10	1.1	8	-2
`CCCCCC(=O)NC(=S)Nc1ccccc1C(=O)OC` is entered as -5	-8	1.2	-2	.	9	.	.	6
`CC(c1ccccc1)C1C(C#N)=C(N)OC2=C1C(=O)CC(C)(C)C2` (stereo unspecified) is entered as -4	-18	2.8*	-32	-4	5	1	-3[fluorescence artefact?]	-23

Next section
SMILES	VCAM1 TNFa inh	F-actin modifier	hDAT+cocaine	HUVEC tox TNFa	Calb biofilm kill	LYP inh 2	MT1-MMP txn act	Smad3 FoxH1 inh	HUVEC tox IL1B
COc1ccc(C2CC(c3ccccc3)=NN2C(=O)c2cccs2)cc1 (stereo unspecified)	-4	-12	-0.026	-3	.	11	.	.	22
COC(=O)COc1cccc(NS(=O)(=O)c2ccc(NC(C)=O)cc2)c1	2	-11	0.54	-4	.	-8	1.1	3	-43
CCCC(C)c1nnc(NC(=O)CS(=O)(=O)Cc2ccccc2)s1 (stereo unspecified)	8	-7	-0.013	-13	5	2	1.5	-10	-13
COn1c(SCc2cccnc2)nc2ccccc2c1=O	11	34	-0.77	-45	0	-7	0.9	-1	-20
O=C(CN1CCCC1)NCC12CC3CC(CC(C3)C1)C2	.	.	-2.2	.	0	.	1.1	1	.
CC1(C)CC(=O)C(C#N)=C(NCCCO)C1	11	6	-1.3	-15	6	6	1.2	10	-29
O=C(NCc1ccc2c(c1)OCO2)C1CC(=O)N(CCc2ccccc2)C1 (stereo unspecified)	8	14	1	-29	2	-20	1.2	11[fluorescence artefact?]	3
COc1cccc(C(=O)N2CCN(C(=O)c3cccs3)CC2)c1OC	19	4	0.036	-7	1	4	1	-5	-35
O=C(NCC1CCCO1)c1cc(-c2ccncc2)nc2ccc(S(=O)(=O)N3CCOCC3)cc12 (stereo unspecified)	17	-3	0.51	-25	10	6	1.2	2	6
COc1ccc(N(CC(=O)N/N=C/c2cccs2)S(=O)(=O)c2ccc(OC)c(OC)c2)cc1	-5	-38	0.41	12	.	-2	.	.	2
O=C(COc1ccc(/C=N/NS(=O)(=O)c2ccccc2)cc1)Nc1ccc(F)cc1	-23	14	0.41	.	.	5	.	.	84*
O=C(O)CNS(=O)(=O)c1cc(Cl)c(Cl)cc1Cl	-4	-15	0.4	-2	1	-13	0.9	-20	-43
CCCc1cc(=O)[nH]c(SCc2cc(C(=O)OC)c(C)o2)n1	0	-8	1.5	-21	3	-14	1.2	6[fluorescence artefact?]	7
